D2 agonist: D2 dopamine receptor (human) agonism | HEK293 T-REx D2 cells, calcium flux agonist mode | activation, % at 2 µM | 340,000 compounds, 0.53% hits;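 active means activation over 3 SD above normal in the single-dose calcium agonist read, cut at about 30% in these data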; further: 0% is about no effect
Target sequence (P14416 whole entry, looked up): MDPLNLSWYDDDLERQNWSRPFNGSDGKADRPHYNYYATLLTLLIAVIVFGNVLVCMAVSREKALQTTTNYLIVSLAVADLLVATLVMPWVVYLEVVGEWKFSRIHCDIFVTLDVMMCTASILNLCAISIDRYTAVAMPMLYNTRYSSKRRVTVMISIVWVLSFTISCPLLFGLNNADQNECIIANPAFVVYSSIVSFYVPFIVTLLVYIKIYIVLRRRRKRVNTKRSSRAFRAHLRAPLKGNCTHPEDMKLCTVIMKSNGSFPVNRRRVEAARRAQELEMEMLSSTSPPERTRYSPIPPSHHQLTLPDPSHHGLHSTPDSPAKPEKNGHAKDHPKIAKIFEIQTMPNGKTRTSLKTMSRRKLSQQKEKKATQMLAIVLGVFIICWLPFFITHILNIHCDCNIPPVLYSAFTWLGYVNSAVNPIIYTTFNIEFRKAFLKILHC
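Agonism is scored from calcium flux in a force-coupled, inducible HEK293 cell line expressing D2, read kinetically for 180 s after compound addition against dopamine controls.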
D2 PAM: positive allosteric modulators of human D2 dopamine receptor; P14416; HEK293 T-REx D2, calcium flux, EC20 dopamine potentiation; potentiation, % at 10 µM; 340,000 compounds, 0.34% hits;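 active means potentiation over 3 SD above the plate norm, cut at about 30% in these data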; further: 0% is about no effect
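Calcium flux readout, no-wash dye, 1 read/s. Inducible HEK293 Trex D2 line, overnight 30 C. Compound alone 180 s (agonist flags), then EC20 dopamine, another 180 s to score potentiation.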
D1 potentiator: human D1 dopamine receptor positive modulation. AID 504651. HEK293 TREx D1 cells, calcium flux, dopamine EC20 potentiation. potentiation, % at 10 µM. 360,000 compounds, 0.036% hits. P21728; in the data active means potentiation above about 30%; further: 0% is about no effect
Target sequence (P21728 whole entry, looked up): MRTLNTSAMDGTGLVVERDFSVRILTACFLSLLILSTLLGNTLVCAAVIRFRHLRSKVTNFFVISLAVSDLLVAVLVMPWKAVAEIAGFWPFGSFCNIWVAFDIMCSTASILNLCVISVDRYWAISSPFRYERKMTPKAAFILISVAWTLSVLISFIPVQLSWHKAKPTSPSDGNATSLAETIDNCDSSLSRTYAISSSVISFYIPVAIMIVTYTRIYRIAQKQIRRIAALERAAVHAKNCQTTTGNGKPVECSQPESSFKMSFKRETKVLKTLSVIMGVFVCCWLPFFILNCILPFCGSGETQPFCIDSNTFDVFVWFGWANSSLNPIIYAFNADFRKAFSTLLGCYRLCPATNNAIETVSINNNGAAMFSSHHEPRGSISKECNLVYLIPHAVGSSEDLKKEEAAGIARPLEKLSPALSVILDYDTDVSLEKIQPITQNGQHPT
D2 antag: D2 dopamine receptor (human) antagonism | P14416 | HEK293 TREx D2 cells, calcium flux, dopamine EC80 | inhibition, % at 10 µM | 340,000 compounds, 2% hits | AID 485344; in the data active means inhibition above about 30%; further: 0% is about no effect
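Tetracycline-induced HEK293 TREx cells expressing D2 receptor forced-coupled to calcium signalling, loaded with no-wash calcium dye. Compounds added and calcium flux read 180 s, then dopamine added at EC80 and read a further 180 s.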
D1 antagonist: human D1 dopamine receptor antagonism | P21728 | HEK293 TREx D1 cells, calcium flux, dopamine EC80; stronger effect = lower value | activity change, negative = inhibition, % at 10 µM | 360,000 compounds, 3.2% hits | AID 504652; in the data active means activity change below about -30%; further: on the % scale 0 is the no-effect control and ±100 the full control effect
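After overnight tetracycline induction at 30 C, force-coupled D1 HEK293 cells took up a no-wash calcium dye at room temperature. Compounds were added and monitored 180 s, and the response to EC80 dopamine was then recorded.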
RXFP1 ag: agonists of human relaxin receptor RXFP1; Q9HBX9; HEK293T-RXFP1 cAMP TR-FRET, 30 min; response scale: percent of porcine relaxin response, buffer zero; Potency, µM (series often up to 57.5 µM), for inactives: at the top dose activation, most hits filed as activators; 370,000 compounds, 0.3% hits; AID 2676; active means well fitted activation curve with a large enough effect; further: potency means the concentration at half of the fitted maximal effect; on the % scale 0 is the no-effect control and ±100 the full control effect; nearly all actives have a fitted effect of over 60% in size; many of its hits are not listed in these tables
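cAMP rise read by TR-FRET after 30 min, 37C compound exposure (up to 58 uM) in RXFP1-transfected HEK293 cells with Ro 20174 present. EC50 from Hill-equation fits, with 29 nM porcine relaxin as 100% and buffer as basal.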
RXFP1 antagonist: blocks the human relaxin receptor RXFP1; 350,000 compounds, 0.59% hits; Q9HBX9; HEK293-RXFP1, relaxin-stimulated cAMP HTRF, 30 min; stronger effect = lower value; activity change, negative = inhibition, % at 57.5 µM;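 active means activity change of -60% or lower, but not beyond a set lower limit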; further: on the % scale 0 is the no-effect control and ±100 the full control effect
TRHR PAM: TRH receptor (human) allosteric enhancement. P34981. 360,000 compounds, 0.66% hits. AID 493056. enhancement, % at 2 µM. TRHR cells, fluo-8 calcium fluorescence, EC20 TRH enhancement; in the data active means enhancement above about 30%; further: 0% is about no effect
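Enhancer read-out: after compound pinning and an initial kinetic agonist-mode read, an EC20 of TRH (10 nM final) was injected and fluo-8 calcium signal (Ex 480/Em 530) followed at 1 s/cycle for 100 cycles in TRHR-expressing cells.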
D1 ag: activates the human D1 dopamine receptor; P21728; HEK293 T-REx D1 cells, calcium flux, agonist mode; activation, % at 2 µM; 360,000 compounds, 1% hits; AID 504660; in the data active means activation above about 30%; further: 0% is about no effect
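Tetracycline-induced HEK293 TREx D1 cells, force-coupled to calcium signalling, were dye-loaded with a no-wash calcium kit. Compound was pin-added after a 10 s baseline. Fluorescence was read kinetically at 1 cycle/s for 180 s, with calcium rises flagged as agonism.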
* marks the source's active call; other numbers are inactive results; · = no result given. The list is partial (hit frequency here may not be typical).

SMILES	D2 agonist	D2 PAM	D1 potentiator	D2 antag	D1 antagonist	RXFP1 ag	RXFP1 antagonist	TRHR PAM	D1 ag
Oc1ccc(/C=N/n2c3ccccc3c3ccccc32)cc1	0.0	0	0	-5	-2	2.6%	5	1	2
O=C(COC(=O)CCC(=O)c1ccc(F)cc1)Nc1ccccc1	0.0	0	-1	-27	7	-0.9%	-7	-2	0
CC(C)Cc1nc(N2CCN(C(=O)c3ccccc3)CC2)c(C#N)c2c1CCC2	1.4	9	-4	4	11	6.7%	-29	24	2
CCOC(=O)c1c(C)sc(-c2c(-c3ccccc3)[nH]c3[nH]c(=O)[nH]c(=O)c23)c1O	-1.2	5	0	·	-2	0.2%	·	0	39*
CC1(c2ccc([N+](=O)[O-])cc2)NC(=O)N(CC(=O)Nc2ccc(N3CCCCC3)cc2)C1=O (stereo not drawn)	3.0	7	5	2	33	-2.0%	-8	1	18
CC(NC(=O)c1ccc(N2CCCC2)c([N+](=O)[O-])c1)c1ccc(S(N)(=O)=O)cc1 (stereo not drawn)	-0.1	-3	4	-6	11	3.1%	9	12	3
S=c1[nH]nc(-c2ccccc2Cl)n1Cc1ccccc1	0.4	-5	-7	-9	5	0.0%	-29	-1	1
O=C(Nc1nc(-c2cc3ccccc3o2)cs1)c1ccc(S(=O)(=O)N2CCCC2)cc1	2.1	-1	-4	2	-12	3.9%	-8	-1	8
COc1cc(-c2nc(-c3ccncc3)no2)cc(OC)c1OC	-0.6	6	-1	-26	-3	3.2%	13	-3	6
Cc1ccc2c(ccc[n+]2CC(=O)c2ccccc2)c1	4.2	-4	0	-6	-19	2.6%	·	9	4
COc1cccc2c1cc1c(=O)n(CC(=O)NCc3ccc(C)o3)nc(C)n12	0.6	5	-3	·	4	-0.6%	2	-5	0
CCC(=O)Oc1ccc(C/C(=N\O)c2ccc(O)cc2O)o1	-0.4	7	-1	-2	9	-0.8%	-60*	-5	1
O=C(Nc1cccnc1)c1ccc(-c2ccc(Cl)cc2)o1	-0.1	-21	-8	-5	10	2.5%	-18	-5	2
Cc1cc(=O)[nH]c(SCC(=O)Nc2ccc(C)c(S(=O)(=O)N3CCCCC3)c2)n1	-0.1	0	0	1	4	0.5%	-12	-1	2
O=C(NCc1ccccc1)c1ccc(-c2ccc(F)cc2)o1	0.1	3	-10	6	-18	0.4%	-22	-1	2
Cc1cc(C)cc(CC(CC(=O)Nc2ccc(Cl)cc2)C(=O)O)c1 (stereo not drawn)	-3.0	5	0	-2	-23	7.1%	9	11	15
NNC(=S)Nc1cc(S(=O)(=O)N2CCOCC2)ccc1N1CCOCC1	0.3	4	1	1	6	-0.9%	-11	-6	2
CCn1cc(C(=O)O)c(=O)c2cc(F)c(N3CCN(C(=S)NC(=O)c4ccccc4C)CC3)cc21	-0.5	18	3	-6	-3	5.5%	-15	-1	1
Cn1c(CN2CCC(C(N)=O)CC2)c(C#N)c2ccccc21	-0.2	7	-11	7	0	2.9%	13	-2	-2
CC(C)(CCl)C(=O)Nc1ccnc(-c2ccncc2)n1	0.5	12	3	-12	4	0.7%	-1	10	11
O=C(Nc1ccc(Cl)c(Cl)c1)N(CCCN1CCOCC1)Cc1cccnc1	0.5	-9	-2	-9	7	3.6%	-7	11	2
Cc1ccc(S(=O)(=O)N2CCC(=O)N(C(COCc3cccc(C(F)(F)F)c3)C(C)C)CC2)cc1 (stereo not drawn)	1.7	5	-1	4	16	-1.4%	·	-19	8
COc1ccc(S(=O)(=O)NCCc2nnc3ccc(SCC(=O)Nc4nc(C)cs4)nn23)cc1	·	·	-2	·	-9	2.9%	-1	-4	2
CCCCn1c(=O)[nH]c(=O)c2c1nc(-c1ccccc1OC(F)F)n2C	-0.5	-1	0	6	23	1.6%	-5	9	0
CC(=O)Oc1ccccc1/C=C/c1nc2ccccc2c(=O)o1	·	-4	-3	·	3	1.2%	-3	13	1
O=C(Nc1ccc(-n2nncc2-c2ccco2)cc1)c1cc2ccccc2oc1=O	0.5	-6	2	3	-5	1.6%	-9	5	-1
O=C(NCc1ccccc1)C(c1c(F)cccc1Cl)N(C(=O)c1csnn1)C1CC1 (stereo not drawn)	0.4	-11	0	-6	-5	-0.4%	-7	-7	1
O=C(NCCc1ccccc1)C(c1ccncc1)N(C(=O)c1csnn1)C1CC1 (stereo not drawn)	1.7	2	-10	-6	-2	-0.2%	16	-4	1
O=C1NCCn2ccc(=O)cc21	-0.4	-6	-3	-8	-18	0.0%	-5	-1	3
O=C(/C=C/c1ccc([N+](=O)[O-])s1)N1CCCCC1	-1.1	-4	-1	-11	-4	-1.1%	20	2	2
Cc1ccc(CNC(=O)C2CCC(=O)N2C2CCCCC2)cc1 (stereo not drawn)	-0.1	-3	-2	15	-21	0.8%	8	-4	-1
CCn1cc(C(=O)NC(=S)Nc2ccccc2Br)cn1	·	·	1	·	4	-0.8%	-5	1	5
N/C(COc1ncn(-c2ccccc2)n1)=N\S(=O)(=O)c1ccccc1	-0.2	6	-10	3	-2	2.9%	-5	2	1
NCCCC[C@@H]1NC(=O)[C@H](CCC(=O)O)NC(=O)c2cc([N+](=O)[O-])cc(I)c2NCC[C@@H](C(N)=O)NC1=O	-0.1	10	0	7	-3	-0.7%	·	5	-2
CCOc1ccccc1NC(=O)c1c(NC(=O)Cc2ccc(OC)cc2)sc2c1CCC2	0.6	3	5	·	6	12%	-16	-2	1
CN(C)CCNc1c2c(nc3ccccc13)CCC2	1.0	-1	0	-8	-1	4.2%	17	4	5
COC(=O)Cn1c(=O)c(=O)n(CC(=O)OC)c2ccccc21	0.4	-2	6	2	0	4.3%	-4	-1	0
CCOc1ccc(-c2nc(C#N)c(NCC(C)C)o2)cc1	0.0	-12	-9	-6	-4	3.3%	-18	-5	2
COC(=O)c1cc2sc(Cl)cc2n1Cc1nc(-c2cccc(C)c2)oc1C	-0.2	4	1	20	15	0.1%	·	-1	2
COc1ccc(C(=O)Nc2nc3nc(C)c(Cl)c(=O)n3[nH]2)cc1	·	3	2	·	5	0.2%	-3	4	4
CCCSCCCNC(=O)Cn1cc2c(n1)CCCCC2	-2.6	10	1	-8	5	0.4%	-8	2	0
CCN(C(=O)CC(C)C)c1nnc(Cn2nnc3ccccc32)s1	-0.5	-2	-1	4	-3	-1.4%	-32	-2	21
COC(=O)C1C(O)C(C)C(O)C(C)(O)/C=C\C=C(/C)C(=O)Nc2c(C)c(OC(C)=O)c3c(c2O)C(=O)C(C)=C2OCOC(=C23)/C(C)=C/C(C)(O)C(O)C(C)C1O (stereo not drawn)	-0.6	5	3	22	6	-4.9%	-31	-2	4
CCOC(=O)c1cnc2ccc(OCC)cc2c1N1CCN(c2ccccc2F)CC1	-1.3	10	2	·	2	3.3%	-11	4	16
O=C(NC(=S)Nc1ccccc1N1CCCCC1)c1cccs1	·	·	4	·	6	5.6%	-12	18	1
CN(CC(=O)Nn1cnnc1)S(=O)(=O)c1ccc(Br)cc1	-0.7	-5	1	-5	-5	-1.8%	13	8	1
O=C(COc1ccccc1)N1CCN=C1SCc1ccccc1F	0.4	2	-5	-5	-10	-2.1%	-7	3	3
CN(Cc1ccc(Cl)cc1Cl)C(=O)c1cccc(S(=O)(=O)N2CCN(c3ccccc3)CC2)c1	-0.1	-6	-4	20	-7	0.3%	-7	15	8
Cc1ccc(-n2ccc(=O)c(C(=O)Nc3ccc(S(=O)(=O)Nc4nccs4)cc3)n2)cc1	-0.2	-3	-3	0	-1	-3.4%	-7	-2	0
O=S(=O)(c1ccccc1)N1CCCC1c1cccs1 (stereo not drawn)	-1.7	0	4	-11	-7	2.4%	0	5	1

Carrying on.
SMILES	D2 agonist	D2 PAM	D1 potentiator	D2 antag	D1 antagonist	RXFP1 ag	RXFP1 antagonist	TRHR PAM	D1 ag
Cc1ccc(C(=O)N/C(=C/c2ccc(C(C)C)cc2)C(=O)NCCCN2CCOCC2)cc1	0.6	-3	-1	5	-2	0.8%	-3	14	1
CCOC(=O)c1c(C)[nH]c(C)c1C(=O)COC(=O)CNC(=O)c1ccc(OCC)cc1	1.1	·	7	-8	-5	0.2%	5	3	0
CCSc1ccccc1C(=O)NCc1ccco1	-0.1	0	-7	3	13	-0.3%	6	0	0
CCc1nnc(NC(=O)c2cc(-c3ccncc3)nc3ccccc23)s1	0.1	6	-2	-17	0	5.6%	4	26	2
CCCCCCC(C)NC(=S)Nc1cc(S(=O)(=O)N(C)C)ccc1C (stereo not drawn)	1.4	-27	-4	92*	-13	-0.6%	0	0	15
O=C(c1cccc(Cl)c1)N1CCN(CCCc2ccccc2)CC1	0.6	-5	-7	3	-2	3.1%	1	8	2
Cc1ccccc1NC(=O)c1c(NC(=O)C(F)(F)F)sc2c1CCCCC2	13	-3	-1	·	-21	1.4%	-12	12	35*
CC(=O)C1=C(O)C(=O)N(c2ccc(Br)cn2)C1c1ccccc1F (stereo not drawn)	-0.4	9	5	-1	0	10%	0	6	1
C=CCN1CCN(C(=O)c2ccc(-c3ccccc3)cc2)CC1	·	·	-3	·	-9	-0.5%	-3	-2	1
O=C(O)/C=C/C(=O)OC1CC2CCC1C2 (stereo not drawn)	0.6	0	-1	-7	0	0.1%	-13	-3	1
O=C(Oc1ccc(/C=N/Nc2nc(N3CCCCC3)nc(N3CCCCC3)n2)cc1)c1ccco1	0.3	-3	3	6	2	-2.9%	3	-9	0
COc1cc(-c2nnc(SCc3c(F)cccc3Cl)o2)cc(OC)c1OC	1.1	-1	-5	-1	-14	6.6%	-1	-17	20
COC(=O)/C=C1/SC(=Nc2ccc(C)cc2C)NC1=O	0.0	-8	6	2	-11	1.4%	-3	1	0

Exported as a markdown table: entries from further up.
| molecule | D2 agonist | D2 PAM | D1 potentiator | D2 antag | D1 antagonist | RXFP1 ag | RXFP1 antagonist | TRHR PAM | D1 ag |
| --- | --- | --- | --- | --- | --- | --- | --- | --- | --- |
| CCOC(=O)c1c(C)[nH]c(C)c1C(=O)COC(=O)CNC(=O)c1ccc(OCC)cc1 | 1.1 | · | 7 | -8 | -5 | 0.2% | 5 | 3 | 0 |
| CCSc1ccccc1C(=O)NCc1ccco1 | -0.1 | 0 | -7 | 3 | 13 | -0.3% | 6 | 0 | 0 |
| CCc1nnc(NC(=O)c2cc(-c3ccncc3)nc3ccccc23)s1 | 0.1 | 6 | -2 | -17 | 0 | 5.6% | 4 | 26 | 2 |
| CCCCCCC(C)NC(=S)Nc1cc(S(=O)(=O)N(C)C)ccc1C (stereo not drawn) | 1.4 | -27 | -4 | 92* | -13 | -0.6% | 0 | 0 | 15 |
| O=C(c1cccc(Cl)c1)N1CCN(CCCc2ccccc2)CC1 | 0.6 | -5 | -7 | 3 | -2 | 3.1% | 1 | 8 | 2 |

High-throughput results as filed in PubChem.
